GC-B act: human GC-B receptor activators, primary screen, HEK293 GC-B cells, cGMP TR-FRET, EC30 CNP | Atrial natriuretic peptide receptor 2 (Homo sapiens), P20594 | 0% at EC30 CNP, 100% saturating CNP | activation, % at 10 µM | hit rate 0.11% among 370,000 | AID 1920062, 2024;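 active = activation at 10 µM reaching about 35% in either raw or pattern-adjusted values, limit read from the data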
Target sequence (P20594 whole entry, looked up): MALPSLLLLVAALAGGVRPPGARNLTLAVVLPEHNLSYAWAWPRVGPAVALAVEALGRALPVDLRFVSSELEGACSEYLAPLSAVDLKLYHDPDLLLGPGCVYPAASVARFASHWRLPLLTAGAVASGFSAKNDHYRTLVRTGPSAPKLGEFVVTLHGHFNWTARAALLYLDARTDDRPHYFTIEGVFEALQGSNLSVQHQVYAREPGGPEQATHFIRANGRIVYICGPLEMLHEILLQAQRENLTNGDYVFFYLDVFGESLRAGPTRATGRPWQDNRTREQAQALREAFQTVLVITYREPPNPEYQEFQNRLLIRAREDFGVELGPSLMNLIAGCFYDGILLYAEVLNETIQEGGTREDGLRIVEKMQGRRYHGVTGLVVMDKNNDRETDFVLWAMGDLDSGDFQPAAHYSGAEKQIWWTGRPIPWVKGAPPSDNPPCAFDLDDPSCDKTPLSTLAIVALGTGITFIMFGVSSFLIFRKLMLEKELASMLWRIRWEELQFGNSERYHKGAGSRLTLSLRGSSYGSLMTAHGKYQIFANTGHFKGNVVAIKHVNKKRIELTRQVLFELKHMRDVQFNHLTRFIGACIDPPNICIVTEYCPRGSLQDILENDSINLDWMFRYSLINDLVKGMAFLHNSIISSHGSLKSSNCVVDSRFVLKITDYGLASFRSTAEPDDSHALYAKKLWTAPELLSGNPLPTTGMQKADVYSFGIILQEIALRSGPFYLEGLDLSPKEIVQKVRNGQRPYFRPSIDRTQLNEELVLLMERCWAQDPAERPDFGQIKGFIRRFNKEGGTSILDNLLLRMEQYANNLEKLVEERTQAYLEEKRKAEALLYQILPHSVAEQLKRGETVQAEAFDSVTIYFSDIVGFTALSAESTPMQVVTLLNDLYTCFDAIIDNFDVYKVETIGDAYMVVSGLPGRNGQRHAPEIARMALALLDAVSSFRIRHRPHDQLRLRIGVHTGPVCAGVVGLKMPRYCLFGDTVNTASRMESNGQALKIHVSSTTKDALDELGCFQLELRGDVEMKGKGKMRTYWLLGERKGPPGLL
GC-A act: GC-A stimulated cGMP production enhancers – HEK293 GC-A cells, cGMP TR-FRET, EC30 ANP, primary screen; 0% at EC30 ANP, 100% saturating ANP; activation, % at 10 µM; hit rate 0.14% among 370,000; Atrial natriuretic peptide receptor 1 (Homo sapiens), P16066; in the data active = activation above about 40%
sPLA2-III inh: human group III sPLA2 inhibitors, primary screen, biochemical, QFRET, BODIPY PC-A2 liposome substrate; QFRET BODIPY PC-A2 liposome hydrolysis, fluorescence; AID 743126, 2013; Group 3 secretory phospholipase A2 (Homo sapiens), Q9NZ20; hit rate 0.56% among 370,000; inhibition, % at 12.2 µM;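 active = inhibition above mean plus 3 SD of compounds lying within the high and low control bounds, cut at about 19% in these data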;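 note: 0% = median of test compound wells and 100% = no enzyme DMSO wells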
KLK7 zymogen act: proKLK7 zymogen activators, primary screen, biochemical, fluorescence intensity; Kallikrein-7 (Homo sapiens), P49862; purified proKLK7, EDANS-DABCYL substrate fluorescence; 100% is mature enzyme control, 0% vehicle; activation, % at 7 µM; hit rate 0.9% among 370,000;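 active = activation above the mean of all tested compounds plus 3 SD, computed per campaign excluding outliers beyond control limits, cut at about 13% in these data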
ARFGAP1 inh: inhibitors of rat ARFGAP1 GAP activity, primary screen, biochemical, fluorescence polarization, GDP tracer; ADP-ribosylation factor GTPase-activating protein 1 (Rattus norvegicus), Q62848; Arfgap1-stimulated ARF1 GTP hydrolysis, GDP FP detection; inhibition, % at 16.5 µM; hit rate 0.26% among 360,000; AID 651572, 2012;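 active = inhibition above a per-plate limit, mean inhibition of low control wells plus 3 SD, cut at about 25% in these data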;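 note: 0% = DMSO wells with enzyme and 100% = wells lacking Arfgap1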
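Material: rat Arfgap1 catalytic domain, aa 1-136; also added: human ARF1(Δ1-17)-GTP substrate; compound dosing: one concentration, 16.5 µM, DMSO 1.26%; incubation: GTP hydrolysis reaction 2 h at 25 °C; measured by: Tracer-displacement fluorescence polarization with EDTA stop, 620/688 nm; evaluation: % inhibition from polarization; repeats: one replicate per compound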
ASAP1 inh: inhibitors of human ASAP1 ArfGAP activity, primary screen, biochemical, fluorescence polarization; Arf-GAP with SH3 domain, ANK repeat and PH domain-containing protein 1 (Homo sapiens), …; ASAP1-stimulated ARF1 GTP hydrolysis, GDP FP detection; inhibition, % at 16.5 µM; hit rate 0.19% among 360,000; AID 624377, 2012; in the data active = inhibition above about 25%;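 note: 0% = vehicle with enzyme and substrate and 100% = no enzyme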
ADAM10 inh: human ADAM10 inhibitors, primary screen, biochemical, QFRET, HTS. Disintegrin and metalloproteinase domain-containing protein 10 (Homo sapiens), O14672. recombinant ADAM10, EDANS/DABCYL FRET peptide cleavage, 3 h. inhibition, % at 7 µM. hit rate 0.62% among 370,000;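 active = inhibition above a per-campaign cutoff equal to the mean of compounds falling between control-based bounds plus 3 SD, cut at about 20% in these data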;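 note: 0% = DMSO wells while the 100% control is not disclosed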
GAA850 FXN act: FXN promoter activators, primary screen, cell-based, luciferase luminescence, HEK293 lucGAA850; HEK293 lucGAA850 FXN promoter luciferase reporter, 24 h; percent of 10 µM SAHA response; activation, % at 6 µM; hit rate 0.56% among 360,000; AID 540364, 2011;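 active = activation above the average of all compounds screened plus 3 SD, cutoff fixed separately per campaign, cut at about 7.5% in these data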;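 note: 0% = DMSO wells and 100% = 10 µM SAHA wells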
DDE Tn6 FP inh: inhibitors of Tn6 peptide binding to fibrin DD(E), primary screen, biochemical, fluorescence polarization, human fibrin, Tn6 probe. Fibrinogen beta chain (Homo sapiens), P02675. Fibrin DD(E) TRITC-Tn6 fluorescence polarization displacement. inhibition, % at 8.3 µM. hit rate 0.21% among 370,000. AID 720509, 2013;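 active = inhibition above a per-campaign cutoff: mean of compounds within control limits plus 3 SD, cut at about 15% in these data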;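 note: 0% = median of all compound wells on the plate and 100% = blocking peptide control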
rCAG RNA binder: binders of r(CAG) RNA repeats, primary screen, biochemical, fluorescence | r(CAG) RNA repeat, TO-PRO-1 dye displacement fluorescence | inhibition, % at 3 µM | hit rate 1.3% among 370,000 | AID 651821, 2012;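 active = inhibition above the plate cutoff, the mean of all test compounds on that plate plus 3 SD, cut at about 35% in these data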;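 note: 0% = DMSO alone and 100% = 100 µM mitoxantrone as full dye displacement; higher means more dye released from RNA so lower well fluorescence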
Starred values were filed as active, the others as inactive; i = inactive; nt = not tested or not shown.

mol	GC-B act	GC-A act	sPLA2-III inh	KLK7 zymogen act	ARFGAP1 inh	ASAP1 inh	ADAM10 inh	GAA850 FXN act	DDE Tn6 FP inh	rCAG RNA binder
O=C(Cc1ccc(S(=O)(=O)N2CCCCC2)cc1)NCc1ccc(Cl)cc1	2	-1	-21	-0.6	0	12	-4	1.1	0	-3
CCOC(=O)C(C)n1nc(/C=C/c2ccc(OC)cc2)ccc1=O (stereo not drawn)	7	3	-11	2.4	-2	-22	-30	2.0	4	-9
CCCC(CCC(=O)Nc1ccc(C(=O)OC)cc1)C(=O)O (stereo not drawn)	2	2	5	0.3	-1	-17	3	0.5	10	-1
CCCn1c(=S)[nH]c2cc(C(=O)N(CCO)Cc3ccccc3)ccc2c1=O	-4	-2	3	0.7	7	-5	4	-2.6	-1	-2
O=C(CC1(O)C(=O)Nc2ccccc21)c1cccnc1 (stereo not drawn)	-4	2	0	0.0	9	-4	0	2.9	2	-2
O=C(O)c1ccc(/C=N/n2cc(-c3ccccc3)[nH]c2=S)cc1	4	1	6	0.8	7	5	-20	-2.8	7	0
Cc1cc(Cl)ccc1OCC(=O)NNC(=O)c1cccnc1	-1	2	0	0.2	0	1	-6	2.1	-3	-1
CCN(C(=O)CO/N=C/c1ccc(OC)cc1OC)c1c(N)n(Cc2ccccc2)c(=O)[nH]c1=O	5	7	1	-0.2	-12	0	-8	0.3	-3	3
COc1ccccc1NC(=O)C(C)Sc1nccn1C (stereo not drawn)	0	2	2	0.1	9	2	-6	0.8	1	3
COCCCNC(=O)C(=O)C1C(=O)Nc2ccccc21 (stereo not drawn)	1	-2	-4	-0.8	3	-19	-3	0.8	-2	0
COc1ccccc1C(=O)NCCC(=O)Nc1ncccc1C	4	-1	1	-0.5	-4	-11	-6	1.2	-4	-5
CN(C)c1ccc(/C=C/c2cccc[n+]2[O-])cc1	-5	-4	-3	32*	-4	2	3	1.4	-2	-22
CN(CC(=O)N1CCOCC1)S(=O)(=O)c1cc(Cl)ccc1Cl	0	2	1	0.1	4	6	-8	-2.5	-3	-1
CCOC(=O)C1=C(C)N(c2ccc(OC)cc2)C(=O)/C1=C\c1ccc(O)c(OCC)c1	2	6	-17	0.1	-6	-10	3	-1.7	6	8
CCN1N=C(c2ccccc2)CCC1=O	-1	6	4	0.4	-4	1	6	2.0	5	0
Cc1occc1C(=O)n1nnc2ccccc21	2	9	-3	-0.2	14	-7	-6	nt	-1	-1
O=C(NCc1cccnc1)C(=O)NCC1OCCCN1S(=O)(=O)c1ccc(F)cc1 (stereo not drawn)	-1	0	-3	-0.1	-11	-6	-2	1.7	11	-1
Cc1cc(NC(=O)CSc2nc3c(cc2C#N)CCCCC3)no1	-4	0	2	-2.7	9	-1	-42	3.3	1	-5
OCCC1CN(Cc2ccc3cccc(F)c3n2)CCN1Cc1ccccc1 (stereo not drawn)	-2	-1	0	-0.7	-6	-6	-9	-0.6	4	-5
CC(=O)Nc1ccc(C(=O)CSc2nnc(C)o2)cc1	1	5	-3	-0.1	10	7	7	1.9	2	-1

Other records.
Values run as follows: GC-B act, GC-A act, sPLA2-III inh, KLK7 zymogen act, ARFGAP1 inh, ASAP1 inh, ADAM10 inh, GAA850 FXN act, DDE Tn6 FP inh, rCAG RNA binder
> COC(=O)C1CCCN1S(=O)(=O)c1ccc2ccccc2c1 (stereo not drawn)
 : -4, 1, 7, 0.2, 15, 6, -10, -0.8, -11, 3
> O=C(CN(Cc1ccco1)C(=O)c1cc(=O)[nH]c2ccccc12)Nc1ccccc1Br
 : 4, -20, -2, 0.5, -14, -15, -40, -0.4, -2, 8
> COC(=O)c1cc(NC(=O)c2ccc(Cn3cc(Cl)cn3)o2)cc(C(=O)OC)c1
 : 3, -7, 4, -0.3, 0, 40*, -11, -3.3, 0, -3
> CCCC(=O)NC1CCCc2c1cnn2-c1ccc(C)c(C)c1 (stereo not drawn)
 : 1, -7, -5, 0.0, -14, -9, 0, 2.3, -3, -5
> CCC(=O)N/C(N)=N/c1nc(C)c2cc(OC)ccc2n1
 : -5, 6, -5, 12, 5, -8, -215, 4.0, -1, 21
> Cc1ccc(S(=O)(=O)n2nc(C)c(Br)c2C)c(C)c1C
 : 6, 1, 5, 0.2, 8, 5, -8, -0.9, 1, 1
> Cc1ccc(/C(N)=N/OC(=O)CSc2ccccc2)cc1
 : 4, -1, 10, -1.0, 5, -16, 0, 4.4, -5, 3
> CN1CCC(N(C)C(=O)CCc2nc3ccccc3n2-c2ccccc2)CC1
 : 3, -3, 4, -0.5, 5, 7, -10, -1.2, 0, -6
> CNC(=S)N1CCN(c2ccc(Cl)c(Cl)c2)CC1
 : -2, -4, 7, 0.2, 2, 3, 5, -2.9, 1, 0
> CCc1ccc(NC(=O)c2ccc3c(c2)CCN3S(C)(=O)=O)cc1
 : 3, -2, -4, 0.3, 1, 3, -7, 1.3, 9, 5
> O=C1Nc2ccc(S(=O)(=O)NCCCO)c3cccc1c23
 : 5, 3, 9, 64*, -2, 1, i, -2.8, -9, -3
> CC(C)CNC(=O)C1CCN(Cc2ccc(OCc3ccccc3)cc2)CC1
 : 3, 0, 7, 0.1, 14, -6, -15, 2.3, 3, -12
> O=S1(=O)CC(N2CCN(CCO)CC2)CN1Cc1cn(Cc2ccccc2)nn1 (stereo not drawn)
 : -3, 4, 9, 0.5, 8, -3, -12, nt, -3, 2
> O=C(NCc1ccc(-c2csnn2)cc1)c1cc(Cl)cc(Cl)c1
 : 2, -4, 1, -0.4, -10, 11, -4, -1.1, -5, -1
> CN(C)C(=O)c1ccc(Cl)cc1[N+](=O)[O-]
 : -1, -2, 3, -0.1, -3, -5, 1, 0.9, 5, 0
> CN1C(=O)C(O)(C2OC(C)(C)CCC2=O)c2ccccc21 (stereo not drawn)
 : 4, 4, 1, -0.6, -4, -2, 3, -2.5, 6, -2
> Cc1c(Cl)c(C(=O)NNC(=S)Nc2ccccc2)nn1C
 : 5, 3, 29*, 0.3, 1, -6, 5, -0.6, 5, 1
> Cc1nnsc1-c1nc2ccccc2n1C(CCc1ccccc1)c1nc2ccccc2[nH]1 (stereo not drawn)
 : -14, -18, -3, -0.1, 3, -7, -10, nt, -3, 8
> O=C(c1nc2n(n1)C(c1ccc(Cl)cc1)C=C(c1ccccc1)N2)N1CCOCC1 (stereo not drawn)
 : -7, -3, 2, 54*, -2, 9, -143, 1.2, -6, -4
> CN(CC(=O)Nc1ccc(N2CCOCC2)cc1)C(=O)CCc1ccccc1Cl
 : 0, 3, 10, 0.5, -16, 1, -3, -2.3, 3, -1
> O=C(c1ccc(NC(=O)C2(c3ccccc3)CCOCC2)cc1)N1CCOCC1
 : 4, 0, 7, -0.3, -3, 9, -7, 1.8, 1, -2
> COc1ccc(C(C)NC(=O)Nc2ccc(C(C)=O)cc2)cc1OC (stereo not drawn)
 : 4, 0, -10, 0.7, 0, 4, -2, 2.0, -4, -1
> COCc1cc(Sc2cccc(Cl)c2Cl)nc(-c2ccccc2)n1
 : -10, -5, -4, -0.1, -9, 22, 2, 1.2, -3, 0
> CCc1nc(SCC(=O)Nc2ccccc2Cl)n[nH]1
 : 4, -2, 14, 0.1, 10, -5, 5, 1.1, -9, -1
> Cc1ccc(C(=O)N/C(=C/c2ccco2)C(=O)Nc2cccc(C(=O)O)c2)cc1
 : 4, 3, -11, 0.7, 1, -2, -13, nt, 8, 22
> Oc1c(Br)cc(Br)cc1CNn1cnnc1
 : 2, 2, -1, 0.6, 5, -9, 6, 2.1, 2, -1
> O=C(Cc1c(F)cccc1Cl)NCc1cccnc1
 : -1, -1, 1, -0.1, -11, 2, 7, -0.7, -3, 0
> CCOc1ccc(CN(C)C(=O)[C@H](Cc2ccccc2)NC(=O)OCc2ccccc2)cc1OC
 : 4, -1, -10, -0.1, -6, 1, 7, -0.9, 3, -6
> CSc1nc(Oc2cccc(C(F)(F)F)c2)cc(C(F)(F)F)n1
 : -2, 1, -7, -0.2, 13, -9, 1, 0.8, -4, 1
> O=C(NC1CCCCN(Cc2cccc(Cl)c2)C1=O)c1cccc2nsnc12 (stereo not drawn)
 : -6, 1, 2, 0.4, nt, nt, 10, nt, -1, -1
> CCCCCc1c(-c2ccc(Cl)cc2)ncn1CCc1ccccc1OC
 : 1, -1, -11, 0.7, 2, 10, 5, nt, -5, 1
> CCOC(=O)C(CCC#N)(CCC#N)C(=O)OCC
 : 4, 4, 3, -0.5, -9, 2, -6, 1.6, 3, 0
> Cc1cc(C)c(Cn2c(=O)n(CCCC(=O)NCc3ccco3)c(=O)c3ccccc32)c(C)c1
 : -4, -1, -6, 0.3, 1, -3, 4, -0.8, 4, -1

4 entries from above in another layout:
O=C(Cc1c(F)cccc1Cl)NCc1cccnc1
  GC-B act = -1 | GC-A act = -1 | sPLA2-III inh = 1 | KLK7 zymogen act = -0.1 | ARFGAP1 inh = -11 | ASAP1 inh = 2 | ADAM10 inh = 7 | GAA850 FXN act = -0.7 | DDE Tn6 FP inh = -3 | rCAG RNA binder = 0

CCOc1ccc(CN(C)C(=O)[C@H](Cc2ccccc2)NC(=O)OCc2ccccc2)cc1OC
  GC-B act = 4 | GC-A act = -1 | sPLA2-III inh = -10 | KLK7 zymogen act = -0.1 | ARFGAP1 inh = -6 | ASAP1 inh = 1 | ADAM10 inh = 7 | GAA850 FXN act = -0.9 | DDE Tn6 FP inh = 3 | rCAG RNA binder = -6

CSc1nc(Oc2cccc(C(F)(F)F)c2)cc(C(F)(F)F)n1
  GC-B act = -2 | GC-A act = 1 | sPLA2-III inh = -7 | KLK7 zymogen act = -0.2 | ARFGAP1 inh = 13 | ASAP1 inh = -9 | ADAM10 inh = 1 | GAA850 FXN act = 0.8 | DDE Tn6 FP inh = -4 | rCAG RNA binder = 1

O=C(NC1CCCCN(Cc2cccc(Cl)c2)C1=O)c1cccc2nsnc12 (stereo not drawn)
  GC-B act = -6 | GC-A act = 1 | sPLA2-III inh = 2 | KLK7 zymogen act = 0.4 | ARFGAP1 inh = nt | ASAP1 inh = nt | ADAM10 inh = 10 | GAA850 FXN act = nt | DDE Tn6 FP inh = -1 | rCAG RNA binder = -1

Source: PubChem BioAssay

Outcome played no part in choosing rows, and some 4.5% of all compounds hit somewhere here.
